# SRC1 TRFRET art – TR-FRET artefact, counter-screen to PPARgamma/SRC-1 agonist assay | 0.34% of 99,000 active | TR-FRET detection artefact counter-screen, emission ratio; stronger effect = higher value | AID 1051 | TR-FRET ratio at 8 µM; in the data active = TR-FRET ratio above about 2300; also: inactives centre near 1800; reference of the scale not given here
# SRC3 TRFRET art – counter-screen for PPARgamma SRC-3 recruitment agonists: TR-FRET artefact | PPARgamma/SRC-3 format; stronger effect = higher value | TR-FRET ratio at 8 µM | 0.39% of 99,000 active; in the data active = TR-FRET ratio above about 2000; also: inactives centre near 1600; reference of the scale not given here
# An asterisk follows results filed as active. Compounds were not picked by outcome; about 0.65% have a hit in one of these screens.
SMILES,SRC1 TRFRET art,SRC3 TRFRET art
O=C1CCCN1CC1CCN(Cc2nc(CC3CC3)no2)CC1,1709,1406
O=C(NCC1CCCO1)C(c1cccs1)N(Cc1ccccc1)C(=O)c1ccc(-c2ccccc2)[nH]1 (stereo unspecified),1933,1579
CC(C)(C)NC(=O)CSCc1c(Cl)cccc1Cl,1587,1639
Cc1cc(C)c2cc(C#N)c(NCCNC(=S)NCCCN3CCOCC3)nc2c1,1591,1579
Cc1cc(CNC(=O)COc2ccccc2)c2ccccc2n1,1780,1517
COc1ccc2nc(NNC(=O)C3COc4ccccc4O3)sc2c1 (stereo unspecified),1741,1632
Cn1cc(/C=C(\C#N)C(=O)Nc2ncc(Cc3ccc(Cl)cc3)s2)c2ccccc21,1611,1425
O=C(O)c1ccc(CSc2nc3ccc(NC(=O)c4ccccc4C(=O)O)cc3s2)cc1,1672,1636
Cc1occc(=O)c1O,1814,1485
COc1cccc(CN2CCN(Cc3nc(-c4cccc(F)c4F)oc3C)CC2=O)c1,1556,1526
c1ccc(Cc2nnc(N3CCCCC3)c3ccccc23)cc1,1721,1464
COc1ccc2c(c1)O/C(=C\c1sccc1C)C2=O,1835,1698
CCOC(=O)c1c(NC(=S)Nc2ccc(Cl)cc2)sc2c1CCN(C)C2,1803,1856
CCN(CC)S(=O)(=O)c1ccc(C(=O)N(c2ccccc2)C2C=CS(=O)(=O)C2)cc1 (stereo unspecified),1981,1835
COCCCNCCCCOc1ccc(Br)cc1C,1648,1583
Cc1nc2ccccn2c1C(=O)NN=C1CCN(C)CC1,1552,1506
CCOC(=O)C1CCN(S(=O)(=O)c2cccc3nonc23)CC1,1584,1743
Cc1ccc(-c2nc(N3CCOCC3)sc2C(=O)N2CCCCC2)cc1,1751,1521
CC(=O)Nc1ccc(/C=C(\C#N)C(=O)NC2CCCCC2C)cc1 (stereo unspecified),1772,1302
Nc1cc(N2CCCCC2)c([N+](=O)[O-])cc1Cl,1858,1652

# One compound at a time, as listed above. Screens in order: SRC1 TRFRET art	SRC3 TRFRET art
# CC(=O)Nc1ccc(/C=C(\C#N)C(=O)NC2CCCCC2C)cc1 (stereo unspecified) is listed with 1772	1302
# O=C(NCC1CCCO1)C(c1cccs1)N(Cc1ccccc1)C(=O)c1ccc(-c2ccccc2)[nH]1 (stereo unspecified) is listed with 1933	1579
# Cc1ccc(-c2nc(N3CCOCC3)sc2C(=O)N2CCCCC2)cc1 is listed with 1751	1521
# COc1ccc2c(c1)O/C(=C\c1sccc1C)C2=O is listed with 1835	1698

# Additional records follow:
SMILES,SRC1 TRFRET art,SRC3 TRFRET art
COc1ccc(C(=O)NNS(=O)(=O)c2ccccc2)cc1,1875,1639
Cc1ccc(S(=O)(=O)Oc2ccc(/C=C(/NC(=O)c3ccccc3)C(=O)NCCC(=O)O)cc2)cc1,1820,1374
Cc1nc(CC(=O)NNS(=O)(=O)c2ccc3ccccc3c2)cs1,1849,1736
COc1cc(/C=N/NC(=S)Nc2cccc(C(=O)O)c2)cc(OC)c1OC,1784,1687
C[C@]12CC[C@@H]3c4ccc(O)cc4CC[C@H]3[C@@H]1C[C@@H](O)[C@@H]2O[C@@H]1O[C@H](C(=O)O)[C@@H](O)[C@H](O)[C@H]1O,1676,1569
O=C(CN1CCC(N2CCCCC2)CC1)N1CCOCC1,2041,1601
CNC(=S)Nc1cc(Cl)ccc1Oc1ccccc1,1806,1535
COc1ccc(C2=NN(C(=O)CCC(=O)O)C(c3cccs3)C2)cc1 (stereo unspecified),1857,1486
Cc1nc(Cl)c(C(=O)Nc2cccc(F)c2)c(C)c1Cl,1732,1423
CCOc1ccccc1NC(=O)COC(=O)Cc1ccc(-c2ccccc2)cc1,1532,1442
CC(C)c1onc(C(=O)N2CCN(C(c3ccccc3)c3ccccc3)CC2)c1[N+](=O)[O-],1808,1476
O=C(NC(=S)Nc1ccc(N2CCOCC2)c(Cl)c1)c1sc2ccccc2c1Cl,2088,1564
CC1=NN(c2nc(-c3ccc(C#N)cc3)cs2)C(=O)C1,1860,1656
COc1ccc(C2CC(=O)c3cnc(NC(=O)c4ccccc4)nc3C2)cc1OC (stereo unspecified),1867,1610
Cc1ccc(-c2csc(N(CC3CCCO3)C(=O)c3ccco3)n2)cc1 (stereo unspecified),1889,1479
COc1ccc(C2=NOC(CNC(N)=S)C2)cc1 (stereo unspecified),1837,1643
COc1cc(OC)c2c(=O)c(OC)c(-c3ccc(OC)c(OC)c3)oc2c1,1858,1725
FC(F)(F)c1ccc(-c2noc(CN3CCCN(C4CCCCC4)CC3)n2)cc1,1797,1750
COc1ccc(Cc2nnc(NS(=O)(=O)c3ccccc3)s2)cc1,1759,1442
COc1cccc(N2CC(C(=O)Nc3nnc(SCc4ccccn4)s3)CC2=O)c1 (stereo unspecified),1962,1701
Cc1c(NC(=O)C2CCN(S(=O)(=O)c3ccccc3)CC2)c(=O)n(-c2ccccc2)n1C,1830,1860
CCCCN1C=C(C(=O)OC)C(c2ccccc2Cl)C(C(=O)OC)=C1,1839,1609
CCOC(=O)C1C(C)N=C2SCC(=O)N2C1c1cccc(Br)c1 (stereo unspecified),2011,1545
O=C(NN1C(=O)c2ccccc2C1=O)c1ccccc1[N+](=O)[O-],1834,1828
Cn1c(=O)c(C(=O)CSc2ccccc2)c(N)n(Cc2ccccc2)c1=O,1974,1695
Cc1ccc(C(=O)NCCOc2cccc(C)c2)cc1,1956,1616
Cc1nc(CC(C)C)cc(C(=O)N2CCCC(CNS(=O)(=O)c3cccs3)C2)n1 (stereo unspecified),1756,1622
CC(C)(C)NC(=O)CN(Cc1cccs1)C(=O)CCN1CCc2ccccc21,1625,1712
COc1ccc(C(=O)N/N=C(\C)CC(=O)N2CCN(C=O)CC2)cc1,1732,1331
O=C1NC2(Nc3ccccc31)C(=O)Nc1ccc(Br)cc12 (stereo unspecified),2043,1788
Cc1ccc(/C=C/C(=O)OCC(=O)NCCN2C(=O)CSC2=O)cc1,1665,1355
CC(=O)N1Cc2cc(N)ccc2Oc2ccccc21,2044,1489
COC(=O)c1cc(C(=O)NCCN2C(=O)S/C(=C\c3cccs3)C2=O)cc([N+](=O)[O-])c1,1750,1293
CC(C)OC(=O)c1ccc(S(N)(=O)=O)o1,1782,1624
COc1ccc(CNC(=S)Nc2ccc(S(N)(=O)=O)cc2)cc1,1778,1659
O=c1c2c(ncn1Cc1ccccc1)nc1n2CCC1,1826,1657
CCN(Cc1ccccc1)C(=O)C1CCN(CC2CC=CCC2)CC1 (stereo unspecified),1936,1720
CCCOC1CCCN(Cc2nc(-c3cnccn3)no2)C1 (stereo unspecified),1646,1563
CCOC(=O)NC(=O)COC(=O)CNC(=O)c1ccc(OCC)c(OCC)c1,1865,1626
O=C(NCCc1c[nH]c2ccccc12)C(=O)Nc1ccccc1,1725,1538
CCOc1ccc2[nH]c(=O)c(CN(Cc3ccco3)C(=O)c3ccc(Br)cc3)cc2c1,1737,1588
Cc1nn(Cc2ccccc2)c(Cl)c1/C=C/C(=O)OCC(=O)NC(C)C(C)C (stereo unspecified),1739,1427
O=C(NN=C1CCCCC1)c1ccccc1OCc1ccc(F)cc1,1824,1644
OCC1(Cc2cccc(Cl)c2)CCCN(Cc2ccc3cc(F)ccc3n2)C1 (stereo unspecified),1940,1770
CCc1nc2ccc(C(=O)Nc3nnc(C)s3)cc2nc1CC,6131*,1708
COc1ccc(-c2nnc3ccc(SCC(=O)Nc4nc5ccc(C)cc5s4)nn23)cc1OC,1936,1586
COc1cc(OC)c(C(=O)CCC(=O)O)cc1OC,1610,1469
COCCNC(=S)N(CCc1c(C)[nH]c2ccc(Cl)cc12)Cc1cccs1,1795,1651
CCN(CC)S(=O)(=O)c1ccc(NC(=O)COC(=O)c2ccc(NC(=O)CC#N)cc2)cc1,1583,1707
O=C1CN(C(=O)CSc2nnc3ccccn23)c2ccccc2N1,2065,1535
CCOC(=O)/C(C)=N/NC(=O)c1cccc([N+](=O)[O-])c1,1809,1484
O=C(Cc1ccccc1)Nc1cc(Cl)ccc1Sc1ccccc1,2074,1427
Cc1cc(NC(=O)CSc2nnc(Nc3ccccc3F)s2)no1,1691,1479
Cc1[nH]c(=S)sc1Cc1ccc(F)cc1,1891,1663
Cc1ccc(NCCC(=O)c2cccs2)cc1C,1827,1607
COc1ccc(NC(=O)C(=S)NC2CCCCC2)cc1,1543,1447
C(=C\c1ccccc1)/CNn1cnnc1,1905,1443
CC(OC(=O)C1COc2ccccc2O1)C(=O)N(C)c1ccccc1 (stereo unspecified),1536,1354
CC(C)=C1C(=O)NN(c2cccc(Cl)c2)C1=O,1675,1439
CC(C)CN1CCN(Cc2ccc(CN3CCCCC3)s2)CC1CCO (stereo unspecified),1686,1555

# Part of the list above in a different format.
mol | SRC1 TRFRET art | SRC3 TRFRET art
Cc1cc(NC(=O)CSc2nnc(Nc3ccccc3F)s2)no1 | 1691 | 1479
Cc1[nH]c(=S)sc1Cc1ccc(F)cc1 | 1891 | 1663
Cc1ccc(NCCC(=O)c2cccs2)cc1C | 1827 | 1607
COc1ccc(NC(=O)C(=S)NC2CCCCC2)cc1 | 1543 | 1447

# (cont.)
SMILES,SRC1 TRFRET art,SRC3 TRFRET art
Fc1ccc(CSc2ccc(-c3cccs3)nn2)cc1,1671,1470
O=C(CSc1ncnc2c1oc1ccccc12)Nc1nccs1,1953,1569
O=C(NCc1ccco1)C1CC(c2ccc(Cl)cc2)=NO1 (stereo unspecified),1829,1695
CN(C)c1ccc(CNc2ncn[nH]2)cc1,1750,1625
NS(=O)(=O)c1ccc(O)c(N2C(=O)c3cccc4c(C(=O)c5ccccc5)ccc(c34)C2=O)c1,1762,1222
COc1ccc(S(=O)(=O)N2CCOCC2)cc1NC(=O)c1cccc2c(=O)c(C)c(-c3ccccc3)oc12,1667,1685
Cc1ccc(C)c(N2N=C(C(=O)Nc3nccs3)CCC2=O)c1,1464,1571
COc1cc2c(cc1OC)C(C1C(=O)CCCC1=O)N(C(=O)CCl)CC2 (stereo unspecified),2001,1478
Cc1nc(Cl)c(S(N)(=O)=O)c(C)c1Cl,1586,1478
Cc1nn(-c2ccccc2)nc1CNC(=O)C(C)Cc1ccccc1 (stereo unspecified),1634,1507
Cc1nn(C)cc1S(=O)(=O)NC1CCCC1,1847,1712
O=C(COC(=O)[C@H](Cc1ccccc1)NC(=O)c1cccs1)Nc1cc(F)ccc1F,1563,1453
CCOC(=O)NC(O)C(=O)c1ccc(F)cc1 (stereo unspecified),1894,1648
Cc1cccnc1CN1CCN(Cc2nc(C(c3ccccc3)c3ccccc3)no2)CC1,1820,1528
O=C(Nc1ccccc1Br)C1CC(=O)N(c2ccc3c4c(cccc24)CC3)C1 (stereo unspecified),1844,1688
COc1c(C)cc(C(=O)C2CCCN(C(=O)c3snnc3C)C2)cc1C (stereo unspecified),1743,1609
C=CCn1cc(/C=N/N2C(=O)C3C4C=CC(C4)C3C2=O)c2ccccc21 (stereo unspecified),1689,1552
CC1=CC(C)(C)n2c(O)c(N=NC(N)=S)c3cc(C)cc1c32,1762,1495
CCCCOc1ccc(C2(C)CC(=O)NC2=O)cc1 (stereo unspecified),2066,1544
CC(=O)c1c(C(C)=O)c(C)n(C(c2ccccc2)c2ccccc2)c1C,1586,1437

# Taken from the entries so far (four entries):
SMILES,SRC1 TRFRET art,SRC3 TRFRET art
C=CCn1cc(/C=N/N2C(=O)C3C4C=CC(C4)C3C2=O)c2ccccc21 (stereo unspecified),1689,1552
CC1=CC(C)(C)n2c(O)c(N=NC(N)=S)c3cc(C)cc1c32,1762,1495
CCCCOc1ccc(C2(C)CC(=O)NC2=O)cc1 (stereo unspecified),2066,1544
CC(=O)c1c(C(C)=O)c(C)n(C(c2ccccc2)c2ccccc2)c1C,1586,1437

# Next structures follow.
SMILES,SRC1 TRFRET art,SRC3 TRFRET art
O=C(O)c1ccc(NCc2ccc(Br)cc2)cc1,1714,1703
CSc1nnc(-c2cc[n+](C)cc2)n1CCO,1996,1567
COc1c2c(nc3occc13)C(CC=C(C)C)(OC)C(=O)C=C2 (stereo unspecified),1854,1511
CC(C)n1c(C(O)c2ccc3c(c2)OCO3)nc2ccccc21 (stereo unspecified),1762,1726
CCOc1ccc(C(C)NC(=O)C2CCCC2)cc1 (stereo unspecified),1544,1397
CC(C)C1N(C(=O)CN2CCCCC2)CCN1S(=O)(=O)c1ccccc1 (stereo unspecified),1763,1372
CC(C)CCOc1ccc(C(=O)N2CCCC2C(=O)O)cc1 (stereo unspecified),1788,1431
Cc1noc(C)c1CSCC(=O)OCc1nc2ccccc2c(=O)n1CC#N,1966,1608
CC(C)N1CCN(Cc2ccccc2-c2ccco2)CC1CCO (stereo unspecified),1714,1671
COC(=O)c1ccccc1NC(=O)CSc1[nH]c(=O)cc(C)c1C#N,1833,1802
Brc1ccc(OCCCCCN2CCOCC2)cc1,1906,1564
CCN(CC)S(=O)(=O)c1cc(NC(=O)CCNC(=O)c2ccccc2Cl)ccc1C,1598,1478
O=C(Nc1ccccc1N1CCOCC1)C1CCN(S(=O)(=O)c2ccccc2F)CC1,1866,1549
O=C(CN1C(=O)C2CCCCC2C1=O)OCc1nnc(-c2ccccc2)o1 (stereo unspecified),1596,1599
COc1cccc2c(=O)c3cccc(N)c3[nH]c12,1797,1720
COc1cc(CCC(=O)OCC(=O)NC2CCCC(C)C2C)cc(OC)c1OC (stereo unspecified),1910,1657
COc1ccc(C2CC(=O)C(CS(=O)(=O)c3ccccc3)C(=O)C2)cc1 (stereo unspecified),1628,1712
CCN1CCN(CC(=O)N2N=C(c3ccc(OC)cc3)CC2c2ccc(OC)cc2)C(=O)C1=O (stereo unspecified),1835,1672
